ELG1 repair inh: qHTS screen for small molecules that inhibit ELG1-dependent DNA repair in human embryonic kidney (HEK293T) cells expressing luciferase-tagged ELG1 | HEK293T ELG1-luciferase reporter, luminescence, 16 h; DNA damage induced by 5-fluorouridine | Potency, µM (top dose mostly 46.1 µM), without a hit: top-dose activity change, negative = inhibition, hits mostly inhibitors | 2.3% of 330,000 active | AID 504467, 2011; also: potency is read from the fitted curve at half-maximal effect; % is scaled to controls: 0 for no effect and ±100 for the full control effect; nearly all actives have a fitted effect of over 55% in size
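Step one: seed 2,000 cells per well. Step two: pin-transfer compound or DMSO alongside 5-fluorouridine. Step three: incubate 16 hr, 37 °C, 5% CO2. Step four: add ONE-Glo, wait 30 min, read luminescence.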
AT treatment: qHTS Assay for Identifying a Potential Treatment of Ataxia-Telangiectasia; […] A-T fibroblasts, KAP-1 phosphorylation AlphaLISA; neocarzinostatin DNA damage 30 min before lysis; Potency, µM (titrated, usually from 57.5 µM), without a hit: at the highest dose activation, most hits filed as activators; 0.19% of 320,000 active; AID 485349, 2010; also: potency is read from the fitted curve at half-maximal effect; % of control where 0% means no effect; nearly all actives have a fitted effect of over 45% in size
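ATM-like activity read as KAP-1 phosphorylation via AlphaLISA donor/acceptor antibody pairs after lysis and 6 hr at 25C. Cells were ATM-null patient fibroblasts ([…], hTERT), dosed 60 min, then exposed to the DSB inducer NCS for 30 min.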
Integrin act MD: qHTS for Activators of Integrin-Mediated Alleviation for Muscular Dystrophy; alpha7betagal myoblasts, beta-gal FDG fluorescence, 48 h; Potency, µM (doses to about 38.3 µM), without a hit: at the top dose activation, actives largely listed as activators; 0.064% of 350,000 active;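 also: potency is read from the fitted curve at half-maximal effect; 100% = response of the positive control SU9516; nearly all actives have a fitted effect of over 60% in size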
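alpha7betagal+/- myoblasts (passage 13, 250/well) treated 48 h at 37C with compounds at 1:260 dilution of DMSO stock. Lysed, then beta-galactosidase activity read as FDG fluorescence (ex 480/em 540) after 30 min, with pre-read for autofluorescence.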
TSG101-PTAP inh: qHTS Assay for Iinhibitors of HIV-1 Budding by Blocking the Interaction of PTAP/TSG101; Potency, µM (highest dose often 115 µM), inactives show at the top dose activity change, negative = inhibition, most hits filed as inhibitors; Tumor susceptibility gene 101 protein (Homo sapiens), Q99816; Fluorescence polarization, FITC-PTAP peptide / Tsg101 binding; 340,000 tested, under 10 active; active = well fitted inhibition curve with a large enough effect in the main read-out, with a control signal flat, not every such curve was filed as active; inconclusive = small, poorly fitted or top-dose-only effect, or effect the other way, or a change in a side signal; inactive = no such curve, though single readings can be large or run the other way; also: potency is read from the fitted curve at half-maximal effect; % of control where 0% means no effect
Target sequence (Q99816 whole entry, looked up): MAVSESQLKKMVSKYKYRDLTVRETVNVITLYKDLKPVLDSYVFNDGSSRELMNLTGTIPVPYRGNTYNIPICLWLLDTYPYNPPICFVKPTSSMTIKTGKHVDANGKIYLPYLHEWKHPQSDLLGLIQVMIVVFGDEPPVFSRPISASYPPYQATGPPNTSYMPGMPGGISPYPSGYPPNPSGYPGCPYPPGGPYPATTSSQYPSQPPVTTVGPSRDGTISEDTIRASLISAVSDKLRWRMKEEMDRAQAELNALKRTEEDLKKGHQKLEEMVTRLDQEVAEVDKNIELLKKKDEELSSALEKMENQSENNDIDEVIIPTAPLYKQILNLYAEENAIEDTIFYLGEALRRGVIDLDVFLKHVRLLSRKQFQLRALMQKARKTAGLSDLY
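FP read-out: FITC-PTAP peptide, 50 nM final, binding Tsg101 binding domain, 10 uM final; 20 min, r.t.; 10 mM HEPES pH 7.5, 0.15 M NaCl, 0.01% Tween 20, 3 mM EDTA, 0.1 mM TCEP.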
Eya2 phos inh: qHTS Assay for Inhibitors of the Phosphatase Activity of Eya2; Potency, µM (top dose mostly 76.9 µM), for the others: at the top dose activity, negative = inhibition, usual class: inhibitors; 0.006% of 330,000 active; AID 488837, 2010; recombinant Eya2, OMFP fluorescence dephosphorylation (OMFP is methylfluorescein phosphate); also: potency is read from the fitted curve at half-maximal effect; % is scaled to controls: 0 for no effect and ±100 for the full control effect
Target sequence (O00167 whole entry, looked up): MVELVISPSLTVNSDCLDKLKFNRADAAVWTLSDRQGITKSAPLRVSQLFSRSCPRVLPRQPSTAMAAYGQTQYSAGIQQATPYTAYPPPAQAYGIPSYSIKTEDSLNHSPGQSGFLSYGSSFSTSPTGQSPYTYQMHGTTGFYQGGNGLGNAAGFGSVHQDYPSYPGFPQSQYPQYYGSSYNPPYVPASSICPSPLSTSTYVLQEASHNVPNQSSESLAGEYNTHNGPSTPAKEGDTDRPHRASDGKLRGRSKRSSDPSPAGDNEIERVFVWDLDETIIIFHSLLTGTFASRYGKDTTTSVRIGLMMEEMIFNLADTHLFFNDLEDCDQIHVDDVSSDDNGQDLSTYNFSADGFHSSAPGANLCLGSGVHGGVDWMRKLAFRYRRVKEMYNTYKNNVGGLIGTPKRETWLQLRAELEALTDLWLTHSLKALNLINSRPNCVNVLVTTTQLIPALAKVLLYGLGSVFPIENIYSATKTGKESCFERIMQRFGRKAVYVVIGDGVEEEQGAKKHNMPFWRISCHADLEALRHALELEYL
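Eya2 (0.2 uM) preincubated 10 min at ambient with compound, then OMFP substrate added at 50 uM; 10 min reaction in 50 mM HEPES pH 7.5, 50 mM NaCl, 5 uM MgCl2, 0.05% BSA, 1 mM DTT. Fluorescence read at Ex 485/Em 525 nm.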
Mito fusion act: qHTS Assay for Small Molecule Inhibitors of Mitochondrial Division or Activators of Mitochondrial Fusion; S. cerevisiae fusion-defective mutant growth rescue, CellTiterGlo 48 h; Potency, µM (titrated, usually from 46.1 µM), for inactives: top-dose growth rescue (activation), usual class: activators; 0.23% of 320,000 active;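 also: potency is read from the fitted curve at half-maximal effect; % of control where 0% means no effect; nearly all actives have a fitted effect of over 45% in size; temperature-sensitive fusion mutants such as fzo1-1 at 37 °C on non-fermentable ethanol glycerol medium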
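Temperature-sensitive fusion-defective S. cerevisiae (e.g. fzo1-1, mgm1-5) were grown with compound in YPEG medium (3% ethanol, 3% glycerol) for 48 hours at 37C. Growth rescue was measured as viability by CellTiterGlo luminescence after 10 minutes at ambient.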
TSHR antagonist: Antagonists of the Thyroid Stimulating Hormone Receptor: HTS campaign; Thyrotropin receptor (Homo sapiens), P16473; 0.2% of 330,000 active; activity change, negative = inhibition, % at 11.5 µM; TSHR-expressing cells, TSH-stimulated cAMP HTRF, 2 h; hits give low values;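 active = activity change below a set negative limit, meaning inhibition stronger than a set level, cut at about -70% in these data; inconclusive = activity change between two set negative limits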; also: % is scaled to controls: 0 for no effect and ±100 for the full control effect
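TSHR-expressing cells were treated with compounds, then stimulated with TSH at EC80 (4nM final) for 2 hours at 37 deg C. Cellular cAMP was measured by HTRF competition between lysate cAMP and cAMP-d2 for a cryptate-labelled anti-cAMP antibody.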
ASM inhibitor: Inhibitors of Secretory Acid Sphingomyelinase (S-ASM): qHTS | Sphingomyelin phosphodiesterase (Homo sapiens), P17405 | placental ASM, HMU-PC fluorogenic substrate, 60 min | Potency, µM (series often up to 57.5 µM), for the others: top-dose activity change, negative = inhibition, most hits filed as inhibitors | 0.006% of 340,000 active; also: potency is read from the fitted curve at half-maximal effect
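Fluorescence read-out (Ex 386 nm, Em 447 nm) after stopping the reaction at pH 10. Enzyme: ASM from human placenta; substrate HMU-PC0, 9 uM final; 60 min, 37 °C. Compound preincubation 10 min, ambient temperature.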
BCR signal inh: qHTS Assay to Find Inhibitors of Chronic Active B-Cell Receptor Signaling | ABC-DLBCL IkBa-CBG/CBR reporter, luminescence ratio, 4 h | Potency, µM (top dose mostly 46.1 µM), without a hit: top-dose ratio change, negative = lower green/red ratio, hits mostly inhibitors | 0.05% of 340,000 active; active = well fitted inhibition curve with a large enough effect in the signal ratio, with a control signal flat, not every such curve was filed as active; inconclusive = small, poorly fitted or top-dose-only effect, or effect the other way, or a change in a side signal; the % refers to the signal ratio;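 also: potency is read from the fitted curve at half-maximal effect; plate controls were basal doxycycline-induced cells for no effect and cells given 10 µM MG132 for full effect; MG132 reads +100%, hits lower the ratio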
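Concentration-response series (up to 46 uM) were applied to TMD8 dual-reporter cells for 4 h at 37C with doxycycline. Green/red ratio, after filter-overlap correction, defined %Activity; red signal alone was normalised to basal cells and zero luminescence.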
TCR activator: Activators of T cell receptors: qHTS campaign. primary human leukocytes, anti-CD3, IL-2 HTRF, 48 h. Potency, µM (series often up to 9.22 µM), inactives show at the top dose activation of IL-2 secretion, usual class: activators. AID 504894, 2011. 330,000 tested, under 10 active; also: % of control where 0% means no effect
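Activity was scored as IL-2 release from primary human leukocytes given only a TCR signal (a-CD3 beads) plus compound for 48 hr. Detection used a two-antibody HTRF format read at 665nm.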
Tb PFK inh: qHTS Assay to Find Inhibitors of T. brucei phosphofructokinase | 0.17% of 330,000 active | ATP-dependent 6-phosphofructokinase (Trypanosoma brucei brucei), O15648 | T. brucei PFK, ADP-Glo luminescence | Potency, µM (top dose mostly 57.5 µM), without a hit: at the highest dose activity, negative = inhibition, usual class: inhibitors;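 also: potency is read from the fitted curve at half-maximal effect; 0% = uninhibited 1x PFK enzyme wells and -100% = no-enzyme wells; nearly all actives have a fitted effect of over 60% in size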
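Compounds were pin-transferred as a titration series up to 57 uM into substrate buffer (0.5 mM F6P, 0.1 mM ATP, pH 8.0), then 1.25 nM PFK was added and reactions ran 45 min before ADP-Glo detection.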
Starred values were filed as active, the others as inactive; ? = inconclusive; nt = no result given; [ ] = another dose, or the depositor's remark. Unless noted, calls follow the shape of the dose curve; as a rule, active = well fitted curve in the direction sought with a large enough effect; inconclusive = small, poorly fitted or top-dose-only effect, or another doubt; inactive = no such curve, though single readings can be large; an effect the other way counts as inactive or inconclusive.

| canonical_smiles | ELG1 repair inh | AT treatment | Integrin act MD | TSG101-PTAP inh | Eya2 phos inh | Mito fusion act | TSHR antagonist | ASM inhibitor | BCR signal inh | TCR activator | Tb PFK inh |
| --- | --- | --- | --- | --- | --- | --- | --- | --- | --- | --- | --- |
| CCC(CC)C(=O)Nc1c2c(nn1-c1ccc(C)cc1)CS(=O)(=O)C2 | 12% | 0% | 2% | 0% | -23% | 4% | -7 | 2% | ? | 2% | 0% |
| Cc1ccc(CN2CC34C=CC(O3)C(C(=O)NCc3ccc5c(c3)OCO5)C4C2=O)cc1 (centres undefined) | -4% | 6% | -11% | 0% | 18% | 0% | 12 | -2% | 0% | -45% | 1% |
| Cc1cc(Sc2nc(NC(C)C)nc(NC(C)C)n2)nc(Cl)n1 | 0% | 9% | -8% | -6% | -3% | -1% | 24 | -1% | -6% | -3% | -2% |
| CCOC(=O)C1(Cc2cccc(F)c2)CCN(CCCn2cccn2)CC1 | -4% | -8% | -20% | 5% | 4% | -1% | -7 | -1% | 0% | 2% | 1% |
| CCn1c(O)c(N=Nc2ccc3ccccc3n2)c2ccccc21 | ? | 8% | -10% | -6% | -10% | -1% | -9 | ? | ? | -8% | 0% |
| O=C(CCC1(C(=O)O)CCC(=O)NC1)NCc1ccccc1 (centres undefined) | 6% | -4% | -13% | -3% | 3% | 1% | -15 | 4% | 4% | -2% | -3% |
| CC1(C)C(=O)OC(c2ccco2)C(C)(C)C1=O (centres undefined) | ? | -2% | 6% | -1% | 6% | -1% | -1 | 2% | 0% | 6% | 1% |
| O=C(/C=C/c1cccc([N+](=O)[O-])c1)N(c1ccccn1)c1ccccn1 | -3% | 1% | -9% | -4% | 1% | 3% | -1 | 0% | ? | 1% | 0% |
| CCc1cccc(C)c1NC(=O)CN1C(=O)NC(CCc2ccccc2)C1=O (centres undefined) | -8% | 12% | 0% | -4% | -18% | nt | 4 | 2% | 2% | 2% | 0% |
| CCN(CC)S(=O)(=O)c1cccc(NC(=O)COC(=O)c2cc(=O)c3ccccc3o2)c1 | 5% | -1% | 0% | -5% | 12% | 0% | -4 | -12% | ? | -1% | -6% |
| O=C(CNC(=O)Cn1ccc2ccccc2c1=O)NCCCN1CCCCCC1 | 0% | 0% | 12% | -6% | -8% | -8% | -4 | 3% | ? | nt | 3% |
| COc1cc(C(=O)NCC(=O)NCCN2C(=O)S/C(=C\c3ccccc3Cl)C2=O)cc(OC)c1OC | -18% | 0% | 1% | -4% | -2% | 4% | -7 | -3% | ? | 3% | 1% |
| CC(CN1CCOCC1)OC(=O)C(C)(c1ccccc1)c1ccccc1 (centres undefined) | -26% | 4% | 24% | -3% | -1% | 3% | -12 | 1% | ? | -1%[46.1 µM] | 2% |
| O=C(COn1nnc2ccc(S(=O)(=O)N3CCOCC3)cc21)NCCc1ccccc1 | -2% | 0% | -11% | -4% | -32% | -5% | -5 | 0% | 5% | -15% | 10% |
| COc1cc(OC)cc(C(=O)NCC(=O)OC2CCOC2=O)c1 (centres undefined) | 4% | -2% | 1% | -6% | -5% | 0% | -1 | 4% | -1% | nt | 1% |
| CCOc1ccc(C(=O)Nc2cc3c(cc2N2CCCC2)n(CC)c(=O)n3CC)cc1OCC | ? | 6% | -25% | -6% | 8% | -2% | 6 | 38%[activator] | -5% | 2% | -2% |
| CCOC(=O)c1c(CN2CCN(C)CC2)n(C)c2cc(Br)c(OC)cc12 | 22% | -4% | -61%[inhibitor] | -3% | -4% | -6% | 9 | -1% | -1% | 5% | 6% |
| COCCCNC(=S)NNC(=O)C1CC1c1ccc(C(C)(C)C)cc1 (centres undefined) | ? | 2% | 14% | -7% | -2% | 7% | -7 | 0% | -1% | -3% | -3% |
| O=C(CN1C(=O)NC2NC(=O)NC21)N/N=C/c1ccc(F)cc1 (centres undefined) | 14% | -4% | 37% | -7% | 0% | -3% | 0 | 7% | 7% | -11% | -9% |
| O=C(c1ccccc1-c1nc(-c2ccc(F)cc2)no1)N1CCCC1 | -24% | -4% | -2% | -3% | -9% | 4% | -10 | -3% | ? | -1% | 4% |

By substructure, those above containing a Cl atom
| canonical_smiles | ELG1 repair inh | AT treatment | Integrin act MD | TSG101-PTAP inh | Eya2 phos inh | Mito fusion act | TSHR antagonist | ASM inhibitor | BCR signal inh | TCR activator | Tb PFK inh |
| --- | --- | --- | --- | --- | --- | --- | --- | --- | --- | --- | --- |
| Cc1cc(Sc2nc(NC(C)C)nc(NC(C)C)n2)nc(Cl)n1 | 0% | 9% | -8% | -6% | -3% | -1% | 24 | -1% | -6% | -3% | -2% |
| COc1cc(C(=O)NCC(=O)NCCN2C(=O)S/C(=C\c3ccccc3Cl)C2=O)cc(OC)c1OC | -18% | 0% | 1% | -4% | -2% | 4% | -7 | -3% | ? | 3% | 1% |

(cont.)
| canonical_smiles | ELG1 repair inh | AT treatment | Integrin act MD | TSG101-PTAP inh | Eya2 phos inh | Mito fusion act | TSHR antagonist | ASM inhibitor | BCR signal inh | TCR activator | Tb PFK inh |
| --- | --- | --- | --- | --- | --- | --- | --- | --- | --- | --- | --- |
| O=C(NCc1ccc(F)cc1)C(c1ccccc1)N(C(=O)c1csnn1)C1CCCC1 (centres undefined) | 0% | -2% | -50%[inhibitor] | -5% | -11% | 21% | 1 | 0% | -7% | 3% | -5% |
| COC(=O)C(N)Cc1ccc(OC)c([N+](=O)[O-])c1 (centres undefined) | 14% | 0% | 16% | -1% | 4% | 1% | 6 | 0% | 1% | 0% | -8% |
| O=C(/C=N/O)NCCCN1CCCCCC1 | 2% | nt | -19% | -9% | 4% | 2% | 33 | 2% | -18% | 2% | 1% |
| O=C(COC(=O)CCOc1ccccc1)NCc1ccco1 | 0% | 2% | 7% | -9% | 15% | 1% | -6 | 4% | -1% | 0% | ? |
| c1ccc(C(Cc2nc(-c3ccccn3)no2)c2ccccc2)cc1 | ? | -2% | -9% | 0% | -23% | 20% | -2 | -6% | ? | 6% | -3% |
| N/C(Cc1nc(-c2ccc(Br)cc2)cs1)=N\O | -14% | 2% | 16% | -3% | 5% | ? | 3 | -2% | ? | nt | 3% |
| O=c1ccc(NS(=O)(=O)c2ccccc2)cn1Cc1ccc(Cl)c(Cl)c1 | -14% | 14% | 6% | -6% | 12% | 0% | -10 | -4% | -15% | nt | -10% |
| CCOc1ccccc1C1CC(c2cccs2)=NN1S(C)(=O)=O (centres undefined) | -21% | 5% | 13% | 0% | -1% | -1% | -6 | 2% | ? | -3% | 3% |
| O=C(COC(=O)c1ccc2c(c1)S(=O)(=O)c1ccccc1C2=O)NC1CC1 | 4% | -4% | 1% | 0% | -10% | 6% | -6 | -1% | 0% | -2% | -4% |
| CC1(C)CC2CC(C)(CN2CC(=O)C(C#N)c2ccccc2)C1 (centres undefined) | 11% | 7% | 10% | -2% | 30%[15.4 µM] | 3% | 1 | 9% | -4% | 0% | -2% |

Arranged by the number under TSHR antagonist (falling): 3 from the list above.
| SMILES | TSHR antagonist |
| --- | --- |
| O=C(CN1C(=O)NC2NC(=O)NC21)N/N=C/c1ccc(F)cc1 (centres undefined) | 0 |
| O=C(CNC(=O)Cn1ccc2ccccc2c1=O)NCCCN1CCCCCC1 | -4 |
| O=c1ccc(NS(=O)(=O)c2ccccc2)cn1Cc1ccc(Cl)c(Cl)c1 | -10 |
